Abeta yeast res: qHTS for compounds that reverse cellular toxicity of Amyloid beta (A-beta) peptide in yeast: Primary Screen. yeast expressing A-beta42, growth rescue, OD600, 48 h; response scale: 0% DMSO, 100% iron-clioquinol control. Potency, µM (doses to about 46.1 µM), inactives show top-dose growth rescue, usual class: activators. 410,000 tested, 0.063% active; also: potency is read from the fitted curve at half-maximal effect; nearly all actives have a fitted effect of over 55% in size
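Yeast A-beta toxicity model in growth medium with pinned compounds, 48 h at 30 C; growth read as absorbance at 600 nm. Normalized to FeCl3/clioquinol equimolar mix (positive) and DMSO (negative).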
IL2 activator: qHTS of IL-2 Activators; IL-2 activation reporter assay, cell-based qHTS; stimulated with anti-CD3/CD4/CD28 beads; in transgenic mouse T cells; activation, % (series mostly up to about 46 µM); 360,000 tested, 0.065% active; AID 652025, 2013; in the data active = activation above about 50%; inconclusive = mostly about 30% to 49%; also: 0% is about no effect
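Readout: EGFP and DsRed signals by fluorescent plate cytometry. Unstimulated transgenic mouse T cells received compound 60 min before antibody-bead stimulation, then incubated 18 h at 37 degrees C.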
PI5P4Ka inh: qHTS for Inhibitors of phosphatidylinositol 5-phosphate 4-kinase (PI5P4K). Phosphatidylinositol 5-phosphate 4-kinase type-2 alpha (Homo sapiens), P48426. PI5P4Kalpha enzyme, ADP-Glo luminescence, 60 min; hits give low values. max response, %. 330,000 tested, 1.2% active. AID 652105, 2013; active = max response of -50% or lower; inconclusive = between -30% and -50%; inactive = -30% or higher; also: value at the top dose of about 77 µM; % is scaled to controls: 0 for no effect and ±100 for the full control effect
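Controls without substrate or without enzyme flank wells where PI5P4Kalpha converts substrate using 5 microM ATP (final). Incubation lasts 60 minutes at room temperature; ADP formed is read by ADP-Glo luminescence.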
EPAC1 antagonist: qHTS for Antagonist of cAMP-regulated guanine nucleotide exchange factor 3 (EPAC1): primary screen; EPAC1 GEF assay, Rap1b-BODIPY-GDP exchange fluorescence; Potency, µM (series often up to 115 µM), for the others: at the top dose activity change, negative = inhibition, usual class: inhibitors; 360,000 tested, 0.14% active;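 also: potency is read from the fitted curve at half-maximal effect; plate controls were vehicle for no effect and positive control for full effect; nearly all actives have a fitted effect of over 50% in size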
FUS suppressor: qHTS for Suppressors of FUS Proteinopathy: Primary screen using FUS-linked yeast assay | S. cerevisiae FUS-expressing, growth rescue, OD600, 24 h | Potency, µM (series often up to 76.6 µM), for inactives: at the highest dose growth rescue (activation), actives largely listed as activators | 390,000 tested, 0.24% active;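 also: potency is read from the fitted curve at half-maximal effect; plate controls were DMSO vehicle for no effect and reference control for full effect; nearly all actives have a fitted effect of over 55% in size; some results filed as inactive show a strong effect at the top dose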
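Compound concentration series was pinned onto galactose-induced FUS-expressing yeast seeded at OD 0.005. Plates sat 24hr at 30C; absorbance at 600 nm gave growth. DMSO served as background control.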
aSyn rescue: qHTS of alpha-syn Inhibitors; Yeast expressing alpha-synuclein, growth rescue, BacTiter-Glo, 24 h; Potency, µM (top dose mostly 46.1 µM), inactives show at the highest dose growth rescue (activation), most hits filed as activators; 370,000 tested, 0.14% active; AID 652106, 2013; also: potency is read from the fitted curve at half-maximal effect; % of control where 0% means no effect; nearly all actives have a fitted effect of over 65% in size
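Screening used galactose-induced yeast with toxic alpha-synuclein levels, exposed to compound for 24 hr at 30 deg C. Cell growth, read with BacTiter-Glo luminescence, gave the measured signal.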
PLK1 PBD inh: qHTS for Inhibitors of PLK1-PDB (polo-like kinase 1 - polo-box domain): Primary Screen; Serine/threonine-protein kinase PLK1 (Homo sapiens), P53350; Plk1 PBD binding of FITC phosphopeptide, fluorescence polarization; Potency, µM, without a hit: max response, negative = inhibition, actives largely listed as inhibitors; 360,000 tested, 2.8% active; AID 720504, 2013; also: potency is read from the fitted curve at half-maximal effect; series mostly up to about 57 µM; % is scaled to controls: 0 for no effect and ±100 for the full control effect; nearly all actives have a fitted effect of over 65% in size
EPAC1 ag: qHTS for Agonist of cAMP-regulated guanine nucleotide exchange factor 3 (EPAC1): primary screen. EPAC1 agonist qHTS, biochemical assay; response scale: 100% = response to 6.5 mM cAMP. Potency, µM (titrated, usually from 154 µM), inactives show at the top dose activation, most hits filed as activators. 360,000 tested, 0.073% active. AID 720707, 2013; also: potency is read from the fitted curve at half-maximal effect; nearly all actives have a fitted effect of over 60% in size
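Normalized to 6.5 mM cAMP, activity reflects EPAC1-catalysed release of BODIPY-GDP from Rap1B, followed kinetically over 30 min at 480 nm excitation, 540 nm emission. Reaction contained 100 nM EPAC1, 250 nM Rap1B-BODIPY-GDP, 50 uM GDP.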
WRN inhibitor: qHTS for Inhibitors of WRN Helicase; WRN helicase unwinding, fluorescent forked duplex, kinetic; 360,000 tested, 0.46% active; Bifunctional 3'-5' exonuclease/ATP-dependent helicase WRN (Homo sapiens), Q14191; Potency, µM (top dose mostly 114 µM), without a hit: at the highest dose activity change, negative = inhibition, usual class: inhibitors; also: potency is read from the fitted curve at half-maximal effect; % is scaled to controls: 0 for no effect and ±100 for the full control effect; nearly all actives have a fitted effect of over 55% in size
Target sequence (Q14191 whole entry, looked up): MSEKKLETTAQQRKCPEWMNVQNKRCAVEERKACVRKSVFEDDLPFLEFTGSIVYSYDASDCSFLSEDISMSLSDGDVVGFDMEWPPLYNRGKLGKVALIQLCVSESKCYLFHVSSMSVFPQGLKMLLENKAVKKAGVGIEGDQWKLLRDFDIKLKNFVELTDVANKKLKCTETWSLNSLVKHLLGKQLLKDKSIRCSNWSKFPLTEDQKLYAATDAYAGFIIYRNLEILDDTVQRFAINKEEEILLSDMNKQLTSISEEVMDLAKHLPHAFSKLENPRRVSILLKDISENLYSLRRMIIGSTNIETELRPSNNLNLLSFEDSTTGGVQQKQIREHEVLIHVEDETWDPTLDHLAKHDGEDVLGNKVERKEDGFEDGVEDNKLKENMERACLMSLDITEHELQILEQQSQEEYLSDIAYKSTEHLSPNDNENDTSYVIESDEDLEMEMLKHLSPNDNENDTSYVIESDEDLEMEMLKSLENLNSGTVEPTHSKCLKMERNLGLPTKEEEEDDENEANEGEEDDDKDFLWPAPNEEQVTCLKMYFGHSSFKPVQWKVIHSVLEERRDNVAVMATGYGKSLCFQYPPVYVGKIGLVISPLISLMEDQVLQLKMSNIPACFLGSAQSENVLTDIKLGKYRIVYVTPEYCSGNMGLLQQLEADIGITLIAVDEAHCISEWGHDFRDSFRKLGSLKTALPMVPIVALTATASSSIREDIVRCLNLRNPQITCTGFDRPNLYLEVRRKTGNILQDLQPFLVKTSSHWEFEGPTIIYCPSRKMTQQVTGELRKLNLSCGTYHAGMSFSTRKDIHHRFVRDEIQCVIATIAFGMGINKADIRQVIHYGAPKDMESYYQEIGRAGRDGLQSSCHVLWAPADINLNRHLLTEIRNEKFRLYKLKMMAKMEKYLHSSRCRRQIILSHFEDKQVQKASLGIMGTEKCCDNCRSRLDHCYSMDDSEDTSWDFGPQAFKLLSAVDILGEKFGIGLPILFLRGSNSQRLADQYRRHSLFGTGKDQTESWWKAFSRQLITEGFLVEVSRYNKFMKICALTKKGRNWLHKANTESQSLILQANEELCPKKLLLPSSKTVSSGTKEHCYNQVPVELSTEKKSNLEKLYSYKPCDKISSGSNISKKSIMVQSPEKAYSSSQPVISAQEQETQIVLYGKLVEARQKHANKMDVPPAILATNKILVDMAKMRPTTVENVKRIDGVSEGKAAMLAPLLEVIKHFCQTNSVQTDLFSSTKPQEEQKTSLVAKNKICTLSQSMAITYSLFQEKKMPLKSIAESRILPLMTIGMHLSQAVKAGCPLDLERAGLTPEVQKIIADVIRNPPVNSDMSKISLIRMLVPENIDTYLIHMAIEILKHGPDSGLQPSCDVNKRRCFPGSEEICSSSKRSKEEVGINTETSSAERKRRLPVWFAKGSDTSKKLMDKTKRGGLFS
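Fluorescence dequenching readout, ex 525 nm/em 598 nm, kinetic mode: forked duplex DNA (100 nM final) with adjacent fluorophore and quencher unwound by WRN (20 nM final) with 2 mM ATP. Compound preincubation 15 min, room temperature.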
Numbers without * were called inactive; u = inconclusive; x = not tested or not shown; [ ] = remark or other dose. Unless noted, calls follow the shape of the dose curve; as a rule, active = well fitted curve in the direction sought with a large enough effect; inconclusive = small, poorly fitted or top-dose-only effect, or another doubt; inactive = no such curve, though single readings can be large; an effect the other way counts as inactive or inconclusive.

nr	canonical_smiles	PLK1 PBD inh	PI5P4Ka inh	EPAC1 ag	IL2 activator	WRN inhibitor	FUS suppressor	EPAC1 antagonist	Abeta yeast res	aSyn rescue
1	Cc1nn(-c2ccccc2)nc1C(=O)Oc1cc(C(F)(F)F)nn1-c1ccccc1	-13%	6	5%	3.1	-3%	-12%	-25%	-19%	-11%
2	COCCN(C(=O)COC(=O)Cc1coc2cc3c(cc12)CCC3)c1c(N)n(Cc2ccccc2)c(=O)[nH]c1=O	-9%	-50*	7%	-0.7	u	u	u	19%	-2%
3	Cc1ccc(C(=O)Nc2ccccc2C(N)=O)o1	-8%	x	9%	-2.4	7%	10%	6%	2%	0%
4	Cc1ccc(C(=O)OCC(=O)NCCN2C(=O)CSC2=O)cc1[N+](=O)[O-]	-12%	4	3%	-0.5	0%	-24%	-9%	-3%	1%
5	CCOc1ccc(C(C)=O)cc1COc1cccnc1[N+](=O)[O-]	-11%	3	1%	0.4	8%	35%	9%	-7%	8%
6	COc1cc(C(=O)Nc2cccc(S(=O)(=O)NCc3ccco3)c2)cc(OC)c1OC	3%	-1	2%	0.4	-10%	30%	-1%	6%	-1%
7	CC1=CC(C)(C)Nc2ccc(OS(=O)(=O)c3ccc(C)cc3)cc21	-7%	x	16%	-0.8	-9%	16%	-4%	7%	0%
8	COc1ccc(C(=O)c2[nH]c(N)c(C(=O)NCCc3c[nH]c4ccccc34)c2-c2ccc(Cl)cc2)cc1	-8%	1	6%	0.3	-6%	37%	-12%	-11%	0%
9	O=C(NCc1ccc(F)cc1)C(c1ccncc1)N(C(=O)c1csnn1)C1CC1 (stereo unspecified)	-11%	3	7%	-4.2	2%	-4%	17%	-13%	1%
10	CNc1c(NC(=O)c2ccc3c(c2)OCO3)c(=O)oc2ccccc12	-15%	-3	-4%	0.9	-3%	-4%	-2%	-3%	-2%
11	Cc1cc2ccccc2nc1SCC(=O)NC1CCCC1	24µM*	-65*	8%	0.6	-31%	15%	5%	5%	5%
12	COc1ccc(OCc2cc(C(=O)N(C)C3CCOC3)no2)c(Cl)c1 (stereo unspecified)	-14%	5	-5%	0.1	1%	-8%	-17%	-9%	11%
13	CC1CC(C)CN(C(=O)COC(=O)c2cc(S(=O)(=O)N3CCOCC3)ccc2F)C1 (stereo unspecified)	-6%	2	0%	-0.6	4%	14%	-5%	-6%	0%
14	COc1cc(C)ccc1Oc1ncnc(N)c1[N+](=O)[O-]	-15%	-3	8%	-3.3	-5%	-7%	0%	7%	0%
15	O=C(NC1CCCC1)c1ccc(CSCc2ccccc2F)o1	-10%	x	8%	-0.2	-3%	26%	0%	u	-4%
16	Cc1cccc(NC(=O)CN2C(=O)N/C(=C/c3ccc(C)s3)C2=O)c1	19%	3	5%	15	-27%	x	u	-1%	-3%
17	O=S(=O)(c1ccccc1)c1ncc(C(F)(F)F)cc1Cl	-21%	-8	15%	-1.0	u	0%	-28%	-57%[inhibitor]	-11%
18	O=C(COc1ccc(S(=O)(=O)N2CCOCC2)cc1)Nc1ccc(Br)cc1	-5%	4	5%	0.7	11%	-6%	-22%	-16%	-1%
19	Cc1cc(NC(=O)C2=C(O)c3ccccc3S(=O)(=O)N2C)no1	-5%	-25	-14%	-0.2	4%	-35%	3%	-7%	-6%
20	CCOC(=O)C1(CCCc2ccccc2)CCN(C(=O)CN2CCOC2=O)CC1	-8%	-1	10%	1.6	-1%	1%	3%	11%	11%
21	CN(C(=O)c1cc(COc2ccc(F)cc2Cl)on1)C1CCOC1 (stereo unspecified)	1%	-8	-4%	-0.2	15%	-9%	16%	-2%	17%
22	COc1cc(C=O)ccc1OCC(=O)N1CCOCC1	-16%	-5	0%	-0.6	13%	18%	-1%	1%	-7%
23	O=C(O)C12CC3CC(C1)CC(n1cnc(Cl)n1)(C3)C2	-3%	2	14%	0.6	1%	-5%	-14%	20%	3%
24	COC(=O)CC1C(=O)NCCN1C(=S)Nc1ccccc1 (stereo unspecified)	-6%	-3	-7%	7.0	3%	-7%	-5%	-3%	2%
25	O=C1c2ccccc2C(=O)N1CCC#C/C=C1\c2ccccc2C(=O)N1c1ccccc1	-3%	-22	-32%[inhibitor]	-1.7	-10%	24%	-8%	-7%	-7%
26	CCS(=O)(=O)NCCc1csc(-c2ccccc2)n1	-7%	-4	-1%	-0.6	2%	1%	10%	4%	-2%
27	CCOC(=O)[C@]12CCC=C1N(Cc1ccco1)C(=O)[C@H](CC(=O)N1CCCC1)C2	-4%	-1	-15%	0.3	1%	19%	-10%	-6%	-22%
28	CCOC(=O)CC1COCCN1C(=O)c1ccc2oc(Cc3ccccc3)nc2c1 (stereo unspecified)	2%	1	3%	2.0	-4%	15%	4%	3%	1%
29	O=C(CS(=O)(=O)c1ccccc1)c1cc2ccccc2oc1=O	u	-1	4%	1.0	-19%	27%	-17%	u	19%
30	O=S(=O)(NC1CC1)c1cccc(S(=O)(=O)N2CCCC2)c1	-11%	0	2%	0.0	-29%	-9%	-20%	-11%	0%
31	COc1cc([N+](=O)[O-])cc(/C=C2/SC(=S)N(Cc3ccccc3)C2=O)c1O	30µM*	-71*	-13%	-3.1	2.7µM*	5%	-6%	-1%	-1%
32	O=S(=O)(c1ccc(F)c(F)c1F)N1CCN(C(=S)NCc2ccccc2)CC1	2%	4	-2%	-2.3	-6%	7%	-6%	16%	3%
33	Cc1cc(N)c2cc(NC(=O)/C=C/c3ccccc3Cl)ccc2n1	-5%	u	22%	-0.8	21%[11.6 µM]	u	-22%	-79%[inhibitor]	-26%
34	Cc1ccc(NC(=O)Nc2nnc([C@H]3C[C@H](O)[C@@H](CO)O3)s2)cc1	2%	-5	7%	1.6	-9%	-9%	-13%	-5%	10%
35	COc1cccc(/C=C2\SC(=O)N(CC(=O)NC3CCS(=O)(=O)C3)C2=O)c1 (stereo unspecified)	-2%	0	-7%	-2.9	14%	-16%	21%	-4%	5%
36	CCn1c2ccccc2c2cc(N=C3SC(CC(=O)Nc4ccccc4OC)C(=O)N3C)ccc21 (stereo unspecified)	5%	11	0%	2.2	-5%	-8%	-4%	15%	1%
37	Cc1ccc(C2CC(c3cccc(Br)c3)n3nc(N)nc3N2)cc1 (stereo unspecified)	-5%	6	-4%	-0.8	-6%	17%	-12%	9%	1%
38	COc1ccc(CCNC(=O)CCCN2C(=O)c3ccccc3C2=O)cc1OC	0%	x	7%	-2.0	-1%	-2%	2%	23%	17%
39	Cc1ccc(S(=O)(=O)NC(=O)Nc2ccc(F)cc2)cc1	-3%	-4	7%	-0.8	-11%	-5%	1%	17%	2%
40	COC(=O)c1ccc(Oc2c(F)c(F)nc(N3CCOCC3)c2F)cc1	4%	12	0%	-5.0	-11%	17%	-22%	2%	3%
41	CCC(Sc1ccc(Cl)cc1)C(=O)Nc1nnc(-c2cccc([N+](=O)[O-])c2)s1 (stereo unspecified)	-11%	3	0%	0.3	-8%	-12%	7%	6%	9%
42	CC1CSc2nc3sc4c(c3c(=O)n21)CCCC4 (stereo unspecified)	u	-14	-9%	4.0	-23%[57.1 µM]	-13%	0%	-45%[inhibitor]	5%
43	COc1cc(C)nc(NC(=S)N(C)C(=O)c2ccccc2)n1	-15%	-2	7%	-0.2	7%	12%	-7%	-15%	1%
44	O=C(CN1C(=O)CCC1=O)Nc1nc(-c2ccc(Cl)s2)cs1	-12%	-11	-11%	0.6	-4%	4%	5%	4%	0%
45	CCNC(=S)NNC(=O)c1ccc(OC(F)F)cc1	-4%	x	6%	-2.0	-2%	1%	-11%	0%	4%
46	Cc1cc(Nc2cccc([N+](=O)[O-])c2)c2cccc(C)c2n1	-7%	-4	0%	-3.6	-4%	5%	-20%	-8%	-3%
47	Cc1ccc(OCCNc2ccc(C(F)(F)F)cc2[N+](=O)[O-])cc1	-5%	22	-11%	3.6	-7%	8%	10%	5%	-7%
48	Cc1cc(-c2n[nH]c(=S)n2/N=C/c2ccc(Cl)c([N+](=O)[O-])c2)n[nH]1	u	-25	2%	-2.1	-16%	3%	3%	17%	0%

Fetched by compound from the entries so far (three):
nr	canonical_smiles	PLK1 PBD inh	PI5P4Ka inh	EPAC1 ag	IL2 activator	WRN inhibitor	FUS suppressor	EPAC1 antagonist	Abeta yeast res	aSyn rescue
44	O=C(CN1C(=O)CCC1=O)Nc1nc(-c2ccc(Cl)s2)cs1	-12%	-11	-11%	0.6	-4%	4%	5%	4%	0%
40	COC(=O)c1ccc(Oc2c(F)c(F)nc(N3CCOCC3)c2F)cc1	4%	12	0%	-5.0	-11%	17%	-22%	2%	3%
42	CC1CSc2nc3sc4c(c3c(=O)n21)CCCC4 (stereo unspecified)	u	-14	-9%	4.0	-23%[57.1 µM]	-13%	0%	-45%[inhibitor]	5%

(listing goes on)
nr	canonical_smiles	PLK1 PBD inh	PI5P4Ka inh	EPAC1 ag	IL2 activator	WRN inhibitor	FUS suppressor	EPAC1 antagonist	Abeta yeast res	aSyn rescue
49	COc1ccc(NC(=S)Nc2ccccc2)c(OC)c1	-15%	-2	15%	-0.3	-5%	-20%	-10%	23%	3%
50	Cc1cc(F)ccc1NC(=S)NCCc1ccccc1	-6%	10	3%	1.3	-4%	-2%	-9%	u	-9%
51	Cc1cc2nc(-c3ccc(F)cc3)c(CC(C)(C)C)n2c(C)c1Br	-14%	14	-18%	-0.9	-9%	1%	-14%	-9%	-9%
52	N#C/C(=C/c1ccc(N2CCOCC2)o1)C(=O)Nc1ccccc1	79%[activator]	-5	100µM*	u	1%	25%	8%	-27%	-2%
53	O=[N+]([O-])c1cnccc1Nc1ccc(Cl)cc1	-18%	4	-4%	-4.8	-1%	30%	-8%	-14%	-3%
